TRPC4 potent: positive allosteric modulators of TRPC4, primary screen, cell-based, mouse TRPC4beta, HEK293 mu-opioid, Fluo-4 calcium; B-score at 10 µM; AID 2227, 2009; Short transient receptor potential channel 4 (Mus musculus), Q9QUQ5; DAMGO EC20, Fluo-4 Ca2+ flux; active compounds read high; actives 0.42% (n = 310,000);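 active = B-score of calcium response area above 5 SD of library B-scores, with initial fluorescence ratio within 5 SD of library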;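 also: B-score of integrated fluorescence ratio over time as area under calcium response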
Target sequence (Q9QUQ5 whole entry, looked up): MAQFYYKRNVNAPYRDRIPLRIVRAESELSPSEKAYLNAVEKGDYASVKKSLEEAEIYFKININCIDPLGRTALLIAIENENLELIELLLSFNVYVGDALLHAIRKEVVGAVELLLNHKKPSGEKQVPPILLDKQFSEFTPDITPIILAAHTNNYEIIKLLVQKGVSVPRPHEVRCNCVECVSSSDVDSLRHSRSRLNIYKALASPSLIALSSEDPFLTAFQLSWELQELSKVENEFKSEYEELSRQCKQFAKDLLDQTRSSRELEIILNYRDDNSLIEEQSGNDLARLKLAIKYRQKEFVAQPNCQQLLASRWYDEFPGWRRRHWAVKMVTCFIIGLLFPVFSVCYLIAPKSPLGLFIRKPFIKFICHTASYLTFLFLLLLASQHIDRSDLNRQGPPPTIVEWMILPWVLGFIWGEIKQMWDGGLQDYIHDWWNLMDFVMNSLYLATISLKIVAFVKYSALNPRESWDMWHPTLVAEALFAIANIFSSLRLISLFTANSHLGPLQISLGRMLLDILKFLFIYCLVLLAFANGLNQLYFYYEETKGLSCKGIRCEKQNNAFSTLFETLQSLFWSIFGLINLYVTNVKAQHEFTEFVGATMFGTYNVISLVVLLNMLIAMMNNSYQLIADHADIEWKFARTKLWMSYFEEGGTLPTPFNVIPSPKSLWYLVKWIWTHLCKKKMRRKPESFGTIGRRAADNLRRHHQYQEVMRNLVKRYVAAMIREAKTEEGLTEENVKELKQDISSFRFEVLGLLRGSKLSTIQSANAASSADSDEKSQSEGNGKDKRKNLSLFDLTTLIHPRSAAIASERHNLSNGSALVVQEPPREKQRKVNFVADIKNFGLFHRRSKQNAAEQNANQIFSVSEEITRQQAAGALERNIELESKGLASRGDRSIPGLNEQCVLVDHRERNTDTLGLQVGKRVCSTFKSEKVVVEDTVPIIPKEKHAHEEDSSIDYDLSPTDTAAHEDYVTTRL
Platelet DG rel: inhibitors of platelet dense granule secretion, primary screen, cell-based, MLPCN, human platelets | human platelet-rich plasma, SFLLRN dense granule ATP release, luminescence | inhibition, %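 (compounds screened at 7.5 µM in platelet-rich plasma)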 | actives 0.22% (n = 300,000) | AID 1663, 2009;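 active = mean replicate score, as percent of positive control, at or above 50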
TRPC4 act: activators of mouse TRPC4 channel, primary screen, Fluo4 calcium, HEK293 TRPC4beta/mu-opioid cells | Short transient receptor potential channel 4 (Mus musculus), Q9QUQ5 | Fluo4 calcium fluorescence; active compounds read high | B-score at 10 µM | actives 0.49% (n = 310,000);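 active = B-score above 5 SD of library B-scores, and initial fluorescence ratio not above library mean plus 5 SD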;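 also: positive B-score marks a calcium rise read as TRPC4 activation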
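Material: TRPC4beta and mu-opioid receptor HEK293 stable cells | Incubation: 45 min room-temperature Fluo4 loading, 110 s read | Detection: Kinetic Fluo4 calcium fluorescence | Measure: Integrated baseline-normalised fluorescence ratio, converted to per-well B score | Benchmarks: Low control buffer alone, high control maximal DAMGO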
KCNQ1 inh: inhibitors of human KCNQ1 channel, primary screen, cell-based, thallium flux, high-throughput. CHO-K1 KCNQ1, FluxOR thallium flux fluorescence; active compounds read high. B-score at 10 µM. actives 1.3% (n = 310,000). AID 2642, 2010;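 active = compounds whose thallium flux B-score, printed positive for inhibition, exceeds three library SD while starting fluorescence stays within three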;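 also: channel opened by potassium depolarization with thallium stimulus after 20 min compound exposure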
DYRK1A inh: rat Dyrk1A kinase inhibitors, primary screen, biochemical, single point, plate reader; actives 0.43% (n = 310,000); inhibition, % at 12.5 µM; ADP-Glo luminescence, NFATc1 peptide; in the data active = inhibition above about 50%;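 also: plate controls were vehicle with enzyme for no effect and no enzyme for full effect; many of its hits are not listed in these tables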
TRPC4 inh: inhibitors of mouse TRPC4 channel, primary screen, Fluo4 calcium, HEK293 TRPC4beta/mu-opioid cells. B-score at 10 µM. DAMGO-evoked Fluo4 calcium flux; active compounds read low. Short transient receptor potential channel 4 (Mus musculus), Q9QUQ5. actives 0.39% (n = 300,000);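 active = B-score over 3 SD under the library average, no early fluorescence shift, positive overall ratio signal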
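Signal: kinetic Fluo4 fluorescence imaging of calcium influx. Material: stable TRPC4beta/mu-opioid receptor HEK293 cells. Probe or stimulus: DAMGO in two steps, submaximal then maximal.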
KCNK3 block: human KCNK3 channel inhibitors, primary screen, CHO cells, FluxOR thallium flux, B-score; Potassium channel subfamily K member 3 (Homo sapiens), O14649; FluxOR fluorescence; active compounds read low; B-score at 10 µM; actives 0.84% (n = 340,000); AID 602410, 2012;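 active = B-score under library mean minus 4 SD, starting fluorescence ratio at most library mean plus 5 SD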;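 also: more negative B-score means stronger inhibition of thallium flux through KCNK3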
KCNK9 block: KCNK9 potassium channel inhibitors, primary screen, HEK293 cells, thallium flux | Potassium channel subfamily K member 9 (Homo sapiens), Q9NPC2 | FluxOR thallium flux fluorescence; active compounds read low | B-score at 10 µM | actives 1.2% (n = 310,000) | AID 488922, 2010;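 active = ratio B-score over 3 SD below the library mean, with starting fluorescence within 5 SD of its mean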;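 also: negative B-score means less thallium flux so channel inhibition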
PolyA inhibitor: polyadenylation inhibitors in yeast reporter cells, primary screen, luminescence, S. cerevisiae | S. cerevisiae SKY197-pL101 polyadenylation reporter, beta-gal luminescence; efflux-impaired pdr1/pdr3 knockout yeast; score 100 = 6 SD above DMSO | calls only at 12 µM | actives 0.02% (n = 300,000) | AID 1875, 2009;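 active = lowest replicate activity score at least 50, where 100 means six control SD above control mean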;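 also: yeast exposed to compound for 9 h at 30 °C; higher score means more reporter readthrough which indicates perturbed polyadenylation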
hERG rescue: hERG rescue from dofetilide block, primary screen, cell-based, CHO-hERG, FluxOR thallium flux, dofetilide IC70; activation (rescue from dofetilide block), less the hit threshold, % at 10 µM; actives 0.51% (n = 310,000); Voltage-gated inwardly rectifying potassium channel KCNH2 (Homo sapiens), Q12809; dofetilide IC70 present;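 active = activation above the mean of controls blocked by dofetilide plus 5 SD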;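 also: thallium influx through hERG after potassium depolarization seen as dye fluorescence rise; in these data hits start at about 4.7%; inactives centre near -7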
KCNQ1 pot: potentiators or activators of KCNQ1 channel, primary screen, cell-based, thallium flux, high-throughput | B-score at 10 µM | CHO-K1 KCNQ1, thallium flux FluxOR fluorescence; active compounds read high | actives 0.35% (n = 310,000) | AID 2648, 2010;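 active = fluorescence ratio B-score, a plate-corrected score, at least three library SD, with initial intensity B-score within 5 SD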
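assay system = CHO-K1 cells stably expressing KCNQ1 | medium = assay buffer, equal DMSO in all wells | timing = 37 °C overnight plating, 90-min dark dye load, 20-min compound pretreatment | measured by = kinetic FluxOR thallium fluorescence, 10-s 1-Hz baseline, 110-s post-stimulus read | measure = fluorescence change relative to baseline, converted to B score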
* hit, by the source's call; i = inactive; nt = not tested or not shown.

SMILES	TRPC4 potent	Platelet DG rel	TRPC4 act	KCNQ1 inh	DYRK1A inh	TRPC4 inh	KCNK3 block	KCNK9 block	PolyA inhibitor	hERG rescue	KCNQ1 pot
O=C(Nc1ccc(F)cc1)c1ccc(CN2CCc3ccccc3C2)cc1	i	1	i	i	11	i	i	i	i	-11	i
CCN1CCN(c2ccc(N=Cc3ccc(O)cc3O)cc2)CC1	i	7	i	i	-2	i	i	i	i	-12	i
CCN(CC)CCN1C(=O)C(O)=C(C(=O)c2ccco2)C1c1ccccn1 (stereo not given)	i	4	i	i	3	i	i	i	i	-8	i
COc1ccc(/C=C/C(=O)OCC(=O)Nc2ccc(OC)c(S(=O)(=O)N3CCCCC3)c2)cc1	i	-2	i	i	1	i	i	i	i	-4	i
O=C(O/N=C1\CCS(=O)(=O)c2sccc21)c1ccccc1	i	-3	i	i	4	i	i	i	i	-16	i
CN(C)c1ccc(/C=N/n2c(C3CCCCC3)n[nH]c2=S)cc1	i	-6	i	i	16	i	i	i	i	-5	i
NC(=NCc1ccco1)NC(=O)c1ccccc1	i	3	i	i	-3	i	i	i	i	-1	i
CC(C)(C)C1CCc2onc(C(=O)Nc3cccnc3)c2C1 (stereo not given)	i	2	i	i	10	i	i	i	i	-15	i
COc1nc2ccccc2nc1CCC(=O)O	i	-1	i	i	4	i	i	i	i	-5	i
Cc1sc(NC(=O)Cn2[nH]c(=O)c3ccccc3c2=O)nc1-c1ccccc1	i	-33	i	i	-2	i	i	i	i	-16	i
CN(C)S(=O)(=O)N1C(=O)c2ccccc2C1=O	i	7	i	i	1	i	i	i	i	-9	i
N#Cc1nc(-c2ccco2)oc1N1CCN(c2ccccc2)CC1	i	3	i	i	9	i	-11*	i	i	-5	i
Cc1onc(-c2c(Cl)cccc2Cl)c1/C(N)=N/OC(=O)C1CC1	i	-1	i	i	2	i	i	i	i	-8	i
COc1cccc(OC)c1OCCCCc1c(C)n[nH]c1C	i	-1	i	i	0	i	i	i	i	1	i
O=C1N/C(=N\S(=O)(=O)Cc2ccccc2)S/C1=C/c1cccc([N+](=O)[O-])c1	i	0	i	i	32	i	i	i	nt	-12	i
Cc1cccnc1NC(=O)CN1C(=O)COc2ccc(Cl)cc21	i	-6	i	i	8	i	i	i	i	-3	i
Cn1c(=O)oc2cc(S(=O)(=O)N3CCN(Cc4ccc5c(c4)OCO5)CC3)ccc21	i	4	i	i	4	i	i	i	i	-14	i
CC1Oc2ccccc2C=C1/C=N\NC(=O)c1cccnc1 (stereo not given)	i	-1	i	i	nt	i	i	i	i	-13	i
CCOC(=O)C1=C(COC(=O)/C=C/c2cccc(OC)c2)NC(=O)NC1C (stereo not given)	i	-11	i	i	13	i	i	i	i	-13	i
Cc1ccc(S(=O)(=O)Nc2c(C)nn(C)c2C)cc1C	i	1	i	i	-3	i	i	i	i	-11	i
Cc1nn(Cc2ccccc2Cl)c(Cl)c1/C=C/C(=O)OCC(=O)NC1CCS(=O)(=O)C1 (stereo not given)	i	-3	i	i	1	i	i	i	i	-4	i
O=C(CN1CCC(n2nnc3cc(F)ccc32)CC1)NNC(=O)c1ccccc1	i	-2	i	i	nt	i	i	i	i	-6	i
COC(=O)C1=C(C)OC(N)=C(C#N)C1c1ccccc1F (stereo not given)	i	-5	i	i	2	i	i	i	i	-11	i
Fc1ccc(-n2nnc(-c3ccccc3Br)n2)cc1	i	-10	i	i	9	i	i	i	i	-13	i
COc1cc(CCC(=O)OCC(=O)Nc2cccc(S(N)(=O)=O)c2)cc(OC)c1OC	i	-1	i	i	0	i	i	i	i	-9	i
Cc1ccc2nc(-c3sc4nc(C)ccc4c3N)[nH]c2c1	i	0	i	i	4	i	i	i	i	-20	i
COc1ccc(N2C(=O)CCC(C(=O)NCCCN3CCC(C)CC3)C2c2ccc(OC)c(OC)c2)cc1 (stereo not given)	i	-18	i	i	5	i	i	i	i	-10	i
CC(=O)c1sc(N/N=C\c2ccc(N(C)C)cc2)nc1C	i	3	i	i	1	i	i	i	i	-5	i
COc1ccc(CCN=C(NS(=O)(=O)c2ccccc2)c2ccccc2)cc1OC	i	3	i	i	8	i	i	i	i	12*	i
CSc1ccc(/C=C2\NC(=O)NC2=O)cc1	i	-9	i	i	nt	i	i	i	i	-9	i

An excerpt from above with just TRPC4 inh, KCNK9 block and PolyA inhibitor.
| SMILES | TRPC4 inh | KCNK9 block | PolyA inhibitor |
| --- | --- | --- | --- |
| CC(=O)c1sc(N/N=C\c2ccc(N(C)C)cc2)nc1C | i | i | i |
| O=C(CN1CCC(n2nnc3cc(F)ccc32)CC1)NNC(=O)c1ccccc1 | i | i | i |

(listing goes on)
SMILES	TRPC4 potent	Platelet DG rel	TRPC4 act	KCNQ1 inh	DYRK1A inh	TRPC4 inh	KCNK3 block	KCNK9 block	PolyA inhibitor	hERG rescue	KCNQ1 pot
NC(=S)N=Nc1c(O)n(Cc2ccc(Br)cc2)c2ccccc12	i	-3	i	i	-4	i	i	i	i	15*	i
CC(C#Cc1c([C@@H](C)Oc2ccccc2)nnn1Cc1ccccc1)Oc1ccccc1 (stereo not given in full)	i	-3	i	i	-7	i	i	i	i	-9	i
CSC1=NCCN1C(=O)c1cccc(Br)c1	i	-1	i	i	-6	i	i	i	i	-4	i
CCOC(=O)C1C(c2ccccc2O)NC(=O)NC1(O)C(F)(F)F (stereo not given)	i	-2	i	i	-2	i	i	i	i	-1	i
CSc1nnc(NC(=O)c2nc(S(=O)(=O)Cc3ccccc3)ncc2Cl)s1	i	3	i	i	0	i	i	i	i	-6	i
Cc1csc(NC(=O)C(C)N2C(=O)c3ccccc3S2(=O)=O)n1 (stereo not given)	i	1	i	i	-2	i	i	i	i	-5	i
Cn1ncc([N+](=O)[O-])c1C(=O)Nc1nccs1	i	-2	i	i	nt	i	i	i	i	-6	i
COc1ccc([C@@H]2[C@@H]3C(=O)N(C(C)(C)C)C(=O)[C@@H]3[C@]3(Cc4ccccc4)C(=O)N(c4cccc(Cl)c4)C(=O)N23)cc1	i	9	i	i	-2	i	i	i	i	-9	i
COc1ccc(-c2nc(SC)n(C)c(=O)c2C#N)cc1OC	i	4	i	i	8	i	i	i	i	-10	i
CC(C)NC(=O)CN(Cc1ccc(F)cc1)C(=O)CCC(=O)Nc1nccs1	i	3	i	i	-6	i	i	i	i	-12	i
CCc1nc2nc(C)c(NS(=O)(=O)c3ccc(Br)s3)c(=O)n2[nH]1	i	-5	i	i	0	i	i	i	i	-10	i
COc1ccc(-c2[nH]ncc2CN2CCSCC2)c(OC)c1	i	3	i	i	-1	i	i	i	i	-7	i
Cc1ccc(C(=O)CS(C)(=O)=O)cc1	i	7	i	i	13	i	i	i	i	-3	i
Cn1c(=O)c2c(-c3ccccc3)n(CCCN3CCOCC3)cc2n(C)c1=O	i	8	i	i	7	i	i	i	i	-5	i
CCOC(=O)c1cccc(Nc2ncnc3ccc(C)cc23)c1	i	10	i	i	23	i	i	i	i	-10	i
N/C(=N\OC(=O)CCCOc1ccc(Cl)cc1Cl)c1ccncc1	i	-9	i	i	0	i	i	i	i	-6	i
O=C1Cn2c(nc3ccccc32)N1c1ccccc1F	i	1	i	i	-11	i	i	i	i	-2	i
c1cc2ccc3ccc(-n4cnnn4)c4ccc(c1)c2c34	i	-6	i	i	17	i	i	i	i	-1	i
COc1ccccc1OCCn1cc(C(=O)c2ccco2)c2ccccc21	i	-2	i	i	11	i	-12*	-7.4*	i	-12	i
Cc1ccc(Nc2c(-c3ccc(N(C)C)cc3)nc3ncccn23)cc1	i	15	i	i	-4	i	i	i	i	-5	i
CCN(CC)S(=O)(=O)c1ccc(N2CCOCC2)c(NC(=O)c2cc(-c3ccccn3)nc3ccccc23)c1	i	13	i	i	-11	i	i	i	i	-36	i
CCC(=O)Nc1ccc(C(=O)CSc2nc3ccc(C)cc3[nH]2)cc1	i	0	i	i	-6	i	i	i	i	-12	i
Cc1ccc(C(=O)CCNc2ccc(Br)cc2)o1	i	1	i	i	-4	i	i	i	i	-7	i
CCn1c(=O)c(=O)n(CC)c2cc(S(=O)(=O)Nc3cccc(OC)c3)ccc21	i	2	i	i	8	i	i	i	i	-7	i
COc1ccc(-c2nc(C(=O)NCC3CCCO3)cc3c2[nH]c2ccccc23)cc1 (stereo not given)	i	1	i	i	9	i	i	i	i	-9	i
COC(=O)COc1cc(Cl)c(C=O)cc1OC	i	8	i	i	-2	i	i	i	i	-2	i
Cc1cc(C)c(S(=O)(=O)Nc2cccc3nsnc23)c(C)c1	i	-2	i	i	10	i	i	i	i	-3	i
COc1cccc(CNC(=O)C2CCN(S(=O)(=O)c3ccc4c(c3)NC(=O)CO4)CC2)c1	i	-4	i	i	nt	i	i	i	i	-4	i
CCOC(=O)c1cnc(SC)nc1Oc1cccc(NC(=O)c2ccc(Cl)cc2)c1	i	nt	i	i	2	i	i	i	i	-11	i
CCCCn1c(N)c(N(CCC(C)C)C(=O)CC2OC(=O)c3ccccc32)c(=O)[nH]c1=O (stereo not given)	i	0	i	i	-11	i	i	i	i	-12	i
COc1cccc(N2CCN(S(=O)(=O)c3c(C)[nH]c(C)c3C(=O)N3CCCC3)CC2)c1	i	7	i	i	-7	i	i	i	i	-5	i
O=C(Nc1nncs1)c1ccc2c(c1)OCO2	i	-2	i	i	12	i	i	i	i	-8	i
O=C(Nc1ccc2ccccc2n1)C1CCCCC1	i	0	i	i	nt	i	i	i	i	-10	i
Cc1ccc2sc(N(CCCN(C)C)C(=O)c3ccc(S(=O)(=O)N4CCCCCC4)cc3)nc2c1C	i	-10	i	i	16	i	i	i	i	-18	i

An excerpt (hit frequency here may not be typical).
